Source: PubChem BioAssay (National Center for Advancing Translational Sciences (NCATS))
Vif-APOBEC3F blk: blocks the Vif interaction with APOBEC3F; AID 602313; HeLa A3F-eYFP + Vif (tagged APOBEC3F with the HIV-1 protein that degrades it), YFP fluorescence increase; 390,000 compounds, 0.2% hits; Potency, µM (top dose mostly 46.1 µM), for the others: at the top dose activity, negative = active; note: potency is the fitted concentration of half-maximal effect; % of control where 0% means no effect; nearly all actives have a fitted effect of over 65% in size
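HeLa cells stably expressing A3F-eYFP plus Vif, plated and incubated overnight at 37 deg C, then exposed to compounds overnight at 37 deg C. Blocked degradation read as raised yellow fluorescence (Ex 488/Em 500-530).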
D2 potentiator: positive allosteric modulators of human D2 dopamine receptor. P14416. HEK293 T-REx D2, calcium flux, EC20 dopamine potentiation. potentiation, % at 10 µM. 340,000 compounds, 0.34% hits. AID 485347;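 active = potentiation over 3 SD above the plate norm, cut at about 30% in these data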; note: 0% is about no effect
Target sequence (P14416 whole entry, looked up): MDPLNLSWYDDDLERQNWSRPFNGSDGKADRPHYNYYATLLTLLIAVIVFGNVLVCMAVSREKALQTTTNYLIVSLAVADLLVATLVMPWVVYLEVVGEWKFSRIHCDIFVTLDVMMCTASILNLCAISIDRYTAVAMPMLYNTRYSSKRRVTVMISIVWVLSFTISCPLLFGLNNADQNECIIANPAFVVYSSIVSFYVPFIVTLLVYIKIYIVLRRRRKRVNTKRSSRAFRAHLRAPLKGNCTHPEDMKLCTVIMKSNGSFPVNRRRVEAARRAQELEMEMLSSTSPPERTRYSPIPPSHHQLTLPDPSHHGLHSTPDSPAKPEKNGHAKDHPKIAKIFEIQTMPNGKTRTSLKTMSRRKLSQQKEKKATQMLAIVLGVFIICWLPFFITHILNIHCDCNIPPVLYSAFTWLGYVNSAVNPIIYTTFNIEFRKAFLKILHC
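Cells plated with tetracycline inducer and held overnight at 30 C; calcium dye loaded 30–90 min at room temperature; baseline taken, compound added and read 180 s; EC20 dopamine then added and read 180 s.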
GRP78 ERSR act: ER stress response induction in glioma; U87-MG GRP78 promoter luciferase reporter, 16 h; Potency, µM, inactives show top-dose activation, actives largely listed as activators; AID 602332; 420,000 compounds, 0.02% hits; note: potency is the fitted concentration of half-maximal effect; series mostly up to about 76 µM; % of control where 0% means no effect; nearly all actives have a fitted effect of over 35% in size
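ERSR induction read as luciferase luminescence (Bright-Glo, 10 min at room temperature) in stably transfected human U87-MG glioma cells exposed to compounds for 16 h, using GRP78 as sensor.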
D1 PAM: potentiators of human D1 dopamine receptor. P21728. HEK293 TREx D1 cells, calcium flux, dopamine EC20 potentiation. potentiation, % at 10 µM. 360,000 compounds, 0.036% hits. AID 504651; in the data active = potentiation above about 30%; note: 0% is about no effect
Target sequence (P21728 whole entry, looked up): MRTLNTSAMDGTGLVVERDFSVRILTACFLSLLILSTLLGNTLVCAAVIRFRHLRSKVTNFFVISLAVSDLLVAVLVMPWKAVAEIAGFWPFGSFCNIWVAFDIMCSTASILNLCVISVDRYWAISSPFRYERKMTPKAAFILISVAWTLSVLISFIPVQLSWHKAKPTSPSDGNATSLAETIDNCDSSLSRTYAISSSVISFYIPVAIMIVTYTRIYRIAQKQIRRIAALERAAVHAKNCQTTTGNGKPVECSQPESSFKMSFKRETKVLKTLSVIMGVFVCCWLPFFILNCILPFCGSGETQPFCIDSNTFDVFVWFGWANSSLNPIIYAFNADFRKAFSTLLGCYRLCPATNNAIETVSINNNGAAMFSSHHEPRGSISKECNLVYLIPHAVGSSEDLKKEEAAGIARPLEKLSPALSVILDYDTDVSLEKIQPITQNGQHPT
RXFP1 agonist: RXFP1 (human) receptor agonism | HEK293T-RXFP1 cAMP TR-FRET, 30 min; response scale: percent of porcine relaxin response, buffer zero | AID 2676 | Q9HBX9 | Potency, µM (titrated, usually from 57.5 µM), inactives show at the highest dose activation, most hits filed as activators | 370,000 compounds, 0.3% hits; note: potency is the fitted concentration of half-maximal effect; % is set by controls: 0 for no effect and ±100 for the full control effect; nearly all actives have a fitted effect of over 60% in size; many of its hits are not listed in these tables
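cAMP rise read by TR-FRET after 30 min, 37C compound exposure (up to 58 uM) in RXFP1-transfected HEK293 cells with Ro 20174 present. EC50 from Hill-equation fits, with 29 nM porcine relaxin as 100% and buffer as basal.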
LDHA inh: inhibitors of human lactate dehydrogenase A. purified LDHA, NADH/diaphorase-resazurin fluorescence; hits give low values. 480,000 compounds, 0.15% hits. P00338. activity change, % (values are at about 110 or 230 µM); in the data active = activity change below about -30%; inconclusive = mostly about -25% to -30%;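 note: plate controls were DMSO wells for no effect and wells without enzyme for full effect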
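Remaining NADH was detected by diaphorase (0.133 mg/mL) converting 37 µM resazurin to fluorescent resorufin, read at 0 and 20 minutes. The preceding 5-minute room-temperature reaction used 2 nM LDHA, 0.2 mM sodium pyruvate and 0.06 mM NADH at pH 7.4.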
D1 antag: antagonists of human D1 dopamine receptor; P21728; HEK293 TREx D1 cells, calcium flux, dopamine EC80; hits give low values; activity change, negative = inhibition, % at 10 µM; 360,000 compounds, 3.2% hits; AID 504652; in the data active = activity change below about -30%; note: % is set by controls: 0 for no effect and ±100 for the full control effect
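Compound effects on dopamine-evoked calcium signalling were measured in tetracycline-induced HEK293 Trex D1 cells. Dopamine at EC80 followed a 180 s compound pre-read, and fluorescence was tracked kinetically for 180 s more.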
Vif-A3G inh: blocks the Vif interaction with human APOBEC3G; AID 602310; HeLa A3G-eYFP + Vif (tagged APOBEC3G with the HIV-1 protein that degrades it), YFP fluorescence, overnight; Potency, µM (doses to about 46.1 µM), for the others: top-dose activity, negative = active, actives largely listed as inhibitors; 410,000 compounds, 0.076% hits; Q9HC16;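 note: potency is the fitted concentration of half-maximal effect; % is set by controls: 0 for no effect and ±100 for the full control effect; nearly all actives have a fitted effect of over 60% in size; hits raise eYFP signal because A3G escapes Vif-driven loss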
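Read-out is eYFP fluorescence (Ex 488/Em 500-530) from Vif-expressing HeLa A3G-eYFP cells; more signal means A3G escaped Vif-mediated degradation. Cells plated overnight, compound pinned in, incubated overnight at 37 deg C.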
D1 ag: agonists of human D1 dopamine receptor; 360,000 compounds, 1% hits; HEK293 T-REx D1 cells, calcium flux, agonist mode; activation, % at 2 µM; P21728; in the data active = activation above about 30%; note: 0% is about no effect
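Tetracycline-induced HEK293 TREx D1 cells, force-coupled to calcium signalling, were dye-loaded with a no-wash calcium kit. Compound was pin-added after a 10 s baseline. Fluorescence was read kinetically at 1 cycle/s for 180 s, with calcium rises flagged as agonism.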
The depositor's hits bear a star; ? = inconclusive; . = not tested or not shown; & = joins results of further samples. Unless noted, calls come from the whole dose curve; as a rule, active = well fitted curve in the direction sought with a large enough effect; inconclusive = small, poorly fitted or top-dose-only effect, or another doubt; inactive = no such curve, though single readings can be large; an effect the other way counts as inactive or inconclusive. An excerpt; the hit share may differ from the screen's.

cpd	compound	Vif-APOBEC3F blk	D2 potentiator	GRP78 ERSR act	D1 PAM	RXFP1 agonist	LDHA inh	D1 antag	Vif-A3G inh	D1 ag
1	CC[C@@H](C)[C@H](NC(=O)Cc1c(C)c2c(cc(C)c3c(C)c(C)oc32)oc1=O)C(=O)O	-19.8%	-3.7	-5.0%	-0.1	10.2%	3.6	4.9	-2.5%	2.4
2	Cc1nnc(OCc2nc3ccccc3n2C)c2ccccc12	6.1%	8.7	3.9%	1.6	-2.1%	-2.5	29.9	-6.0%	0.2
3	NS(=O)(=O)c1ccc(NC(=O)COC(=O)CCc2ccc(S(=O)(=O)N3CCOCC3)cc2)cc1	13.1%	-2.3	-1.5%	0.0	-0.3%	-1.5	1.0	-3.1%	2.9
4	CCOc1cc(C=O)ccc1OCc1cc(=O)n2cc(C)ccc2n1	7.4%	5.7	2.5%	-1.3	?	-2.4	15.0	-0.1%	1.9
5	COc1ccc(CN2CCCN(S(=O)(=O)c3ccc(Br)cc3)CC2)cc1	13.9%	-7.4	-1.9%	-9.5	-2.2%	1.1	-13.1	-0.8%	5.2
6	CCCCn1nnnc1NCc1ccc(OC)c(OC)c1	-8.1%	20.9	-2.9%	-5.8	-1.0%	2.7	20.2	-0.3%	8.0
7	CCOc1ccccc1NC(=O)CSc1ncc(S(=O)(=O)c2ccc(C)c(C)c2)c(N)n1	-1.3%	6.0	-1.4%	0.1	5.0%	3.2	-8.0	-2.3%	12.7
8	Cc1ccc2cc(/C=N/NC(=O)[C@H](C)NC(=O)OC(C)(C)C)c(Cl)nc2c1	-13.7%	9.0	-3.5%	-5.8	0.2%	-10.3	-9.8	1.6%	3.8
9	Cc1cc(Oc2cccc3c2S(=O)(=O)N(C2CCCC2)CC(COCc2ccccc2)O3)cc(C)c1C (centres undefined)	4.5%	.	0.0%	.	.	0.4	.	-0.3%	.
10	CCOC(=O)c1nn(C)c2[nH]c(=O)n(C)c(=O)c12	-3.0%	.	-1.7%	.	.	4.5	.	0.4%	.
11	COc1ccc(S(=O)(=O)NCc2ccco2)cc1C(=O)N1CCOCC1	15.0%	6.7	-3.1%	-3.7	-0.3%	-3.7	-4.4	3.1%	2.3
12	CCCCSC(=O)Nc1ccccc1	.	-4.3	2.6%	-5.2	1.9%	-2.4	-1.7	1.7%	2.8
13	COC(=O)c1ccc(NC(=S)NC2CCCCC2)cc1	-8.1%	-8.2	2.1%	-8.3	1.4%	-1.4	-25.2	3.0%	22.0
14	O=C(CSc1nc2ccc(Cl)cc2[nH]1)c1ccc2c(c1)OCO2	-4.9%	-10.0	4.8%	-1.2	1.9%	4.5	-16.9	1.0%	1.9
15	O=C(Nc1cc2c(cc1Cl)OCCCO2)c1ccccc1	-3.9%	-15.4	1.0%	-6.0	0.8%	-3.8	7.9	-9.2%	-3.1
16	Cc1c(NC(=O)CN2C(=O)c3ccccc3C2=O)c(=O)n(-c2ccccc2)n1C	.	-2.9	2.8%	-0.2	-0.1%	-5.7	-24.9	3.5%	3.8
17	O=C(NCc1cccnc1)c1cccc(S(=O)(=O)NCc2ccccc2)c1	-1.9%	-5.8	-1.7%	-7.1	1.2%	-1.8	-10.7	-6.4%	1.5
18	CC(C)OCCCNC(=O)c1sc(=S)n(C)c1N	.	.	5.3%	3.9	1.5%	1.3	-4.0	0.2%	1.7
19	O=C(Cn1ccc([N+](=O)[O-])n1)NCc1ccccc1	17.2%	.	-2.4%	.	.	-5.0	.	0.2%	.
20	CN(c1ccc2nc3ccccc3c(=O)n2n1)C1CCCCC1	2.6%	.	-3.3%	-0.8	6.0%	0.8	-19.6	-0.1%	0.4
21	CCC1COC(c2cccn2Cc2ccccc2Cl)=N1 (centres undefined)	0.6%	6.8	-3.4%	-2.3	0.8%	-1.1	-1.5	1.9%	1.1
22	CCOc1ccc(CNS(=O)(=O)c2ccc(-c3cc(C(F)(F)F)on3)s2)cc1	-1.3%	8.9	-2.3%	-0.5	1.2%	2.3	-7.6	1.0%	2.5
23	COc1ccc(CCN2CC(C(=O)NCCN3CCNC3=O)CCC2=O)cc1 (centres undefined)	-8.7%	18.2	-4.0%	-3.6	-1.9%	-11.7	1.7	4.1%	4.1
24	CCS(=O)(=O)Nc1cc(-c2cn3ccc(C)cc3n2)ccc1C	2.9%	-7.9	0.4%	4.0	-2.6%	2.1	0.2	-0.5%	1.7
25	COc1ccc([C@H]2C[C@@H](O)[C@H](n3cc(C4CC4)nn3)CN2C(=O)c2cccs2)cc1	0.4%	.	-3.4%	.	.	-1.1	.	2.5%	.
26	COC(=O)CSC1=C(C#N)C(=O)NC(c2ccccc2)S1 (centres undefined)	4.6%	-3.0	-8.3%	-3.0	-1.0%	-1.9	6.9	1.6%	4.2
27	Cn1c(=O)c2cc(S(=O)(=O)NCCC(=O)NCCc3ccc(Cl)cc3)ccc2n(C)c1=O	-6.5%	-2.7	-5.5%	-2.6	-1.5%	-5.1	2.0	-9.2%	2.9
28	Cc1ccc2[nH]c(C)c(CCNC(=O)C3CCCCC3C(=O)OCC(F)(F)F)c2c1 (centres undefined)	-26.7%	3.1	-1.7%	-6.4	6.2%	-4.1	-4.8	0.0%	0.7
29	Cc1ccc(S(=O)(=O)NNC(=O)Nc2ccc(Cl)cc2)cc1	-13.2%	-0.7	-4.0%	-5.0	2.5%	-2.4	4.1	2.2%	1.4
30	CCn1cc(C(=O)N2CCCCC2)c(=O)c2cc(S(=O)(=O)N3CCC(C)CC3)ccc21	-7.0%	6.6	-4.1%	1.0	-1.2%	1.4	13.7	-1.5%	3.2
31	C(=N\Nc1nc2ccccc2[nH]1)/c1cccc2nccnc12	-16.8%	-7.3	-0.3%	-3.1	-0.3%	-3.0	-15.0	1.2%	2.7
32	O=C(COC(=O)c1cccnc1Cl)Nc1ccccc1OC(F)F	10µM*	11.0	-2.5%	-2.1	-1.0%	-8.6	-10.8	0.1%	12.5
33	CCOc1ccc(CNC(=O)c2ccc(CSc3nc4ccncc4n3Cc3ccc(F)cc3)cc2)cc1	3.1%	-11.8	-2.0%	-4.8	-0.2%	-7.5	-14.3	0.8%	6.8
34	NS(=O)(=O)c1cccc(NC(=O)COC(=O)CCc2ccccc2)c1	-7.9%	2.8	-3.0%	.	0.4%	1.4	-0.4	1.6%	6.2
35	Cc1cccc2cc(CN(CC3CCCO3)C(=O)c3cnccn3)c(=O)[nH]c12 (centres undefined)	0.4%	-3.7	-1.7%	-5.1	-0.1%	-5.3	-5.8	-4.3%	-2.2
36	CC1CC(=O)C2=C(C1)OC(N)=C(C#N)C2c1coc2ccccc2c1=O (centres undefined)	11.2µM*	6.9	-4.2%	-0.8	0.2%	1.0	2.6	-15.1%	1.4
37	CC(C)(C)n1ncc2c(=O)n(CC(=O)Nc3ccc4c(c3)OCO4)cnc21	3.5%	3.4	7.3%	3.5	-0.2%	-3.9	-1.2	0.3%	-0.2
38	CC(NC(=O)CCSCc1ccccc1F)c1ccccc1 (centres undefined)	-49.0%&4.7%	0.7&-1.4	2.7%&0.6%	-6.2&0.5	1.5%&-1.6%	4.9&-12.1	-27.8&-2.5	4.0%&6.6%	11.1&-3.1
39	Cn1c(SCC(=O)Nc2ccc(F)cc2F)nnc1-c1cccnc1	-1.9%	-5.4	-0.9%	5.8	3.0%	-10.6	7.3	1.1%	2.6
40	C[C@H](CO)N1C[C@H](C)[C@H](CN(C)Cc2ccccc2)Oc2ncc(Br)cc2C1=O	?	.	-3.1%	.	.	-3.3	.	0.5%	.
41	Cc1cccc(C)c1N(CC(=O)NCc1ccco1)C(=O)CNS(=O)(=O)c1ccc(F)cc1	?	13.9	-3.1%	-3.6	0.3%	-1.6	10.3	-2.1%	9.9
42	COC(=O)c1sc(-c2cccs2)cc1NC(=O)/C=C/C(=O)O	13.4%	7.3	6.8%	-3.9	14.8%	-0.8	11.7	?	0.5
43	O=C(COc1ccc(Cl)cc1)NCc1nnc(SCC(=O)NC2CCCC2)o1	-1.7%	13.2	-3.3%	-3.5	1.0%	-2.8	-11.5	-4.6%	0.5
44	CCN(CC)C(=O)C[n+]1ccc(C(N)=O)cc1	3.5%	5.7	-2.7%	-3.5	-3.4%	-0.8	-4.2	0.2%	7.2
45	O=C(Cc1ccc(-n2c(=S)[nH]c3ccccc3c2=O)cc1)N1CCC(N2CCCCC2)CC1	-1.3%	-2.0	-1.7%	11.1	-0.6%	5.0	-8.7	0.1%	1.6
46	C/C(CC(=O)Nc1ccc(F)cc1)=N\NC(=O)COc1ccccc1	-10.9%	-9.1	-3.6%	-3.5	2.8%	-3.9	-18.5	1.7%	1.7
47	O=S(=O)(NCCc1ccccc1)c1ccc(N2CCCCS2(=O)=O)cc1	-18.8%	-3.3	-3.7%	0.7	1.8%	-8.1	-6.7	-0.1%	8.2
48	C/C(=N/NC(=O)CNC(=O)c1cccnc1)c1cccc([N+](=O)[O-])c1	5.0%	.	-5.9%	-5.5	0.8%	-10.0	-0.9	-2.7%	2.2
49	CCc1nc(N)nc(N)c1-c1ccc(Cl)c(N=[N+]=[N-])c1	-15.2%&1.2%	.	-3.1%&-3.0%	.	.	-0.4&-6.1	.	-5.7%&-0.9%	.
50	COC(=O)[C@H](CCSC)NC(=O)Cn1ccc(N)nc1=O	1.2%	0.9	1.7%	-2.0	3.4%	-5.7	.	-4.4%	1.5
51	COc1ccc(C(=O)Nc2ccc(NC(=O)c3cccs3)cn2)cc1	-0.3%	6.3	-1.6%	-8.2	16.8%	-2.8	-34.8*	1.1%	17.2
52	CCSc1ccc(/C(N)=N/OC(=O)c2cccs2)cn1	1.5%	-8.8	5.2%	-0.1	-0.1%	-0.5	-15.5	-0.2%	1.6
53	COc1ccccc1NC(=O)C(CC=C(Cl)Cl)C(C)=O (centres undefined)	-5.4%	.	-4.3%	-3.6	2.8%	-1.7	8.8	1.8%	6.4
54	Cc1cc(C)c2c(n1)nn1c(NCCCN3CCOCC3)cc(C)nc21	1.2%	.	-5.6%	.	.	-7.7	.	1.1%	.
